SMARCA2 activ: SMARCA2 (BRM) function activators, primary screen, cell-based, luminescence, high throughput; MG213 cells, MMTV-luciferase reporter, dexamethasone, overnight; activation, % at 9.1 µM; hit rate 1% among 370,000; AID 652017, 2013; in the data active = activation above about 7.8%;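 note: 0% = vehicle wells and 100% = reference activator wells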
DAX1 inh-1: DAX1 (NR0B1) inhibitors, primary screen, cell-based, HEK293, Gal4-DAX1, luciferase luminescence; Nuclear receptor subfamily 0 group B member 1 (Homo sapiens), P51843; HEK293 Gal4-DAX1 luciferase reporter; inhibition, % at 6.75 µM; hit rate 0.99% among 340,000; AID 504766, 2011;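 active = inhibition above the mean over all tested compounds plus 3 SD, cut at about 4.2% in these data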;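 note: 0% = DAX1-transfected cells with DMSO and 100% = empty-vector control cells with DMSO; inhibition shows as a rise in luminescence from relieved DAX1 repression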
Target sequence (P51843 207-470 limits assumed): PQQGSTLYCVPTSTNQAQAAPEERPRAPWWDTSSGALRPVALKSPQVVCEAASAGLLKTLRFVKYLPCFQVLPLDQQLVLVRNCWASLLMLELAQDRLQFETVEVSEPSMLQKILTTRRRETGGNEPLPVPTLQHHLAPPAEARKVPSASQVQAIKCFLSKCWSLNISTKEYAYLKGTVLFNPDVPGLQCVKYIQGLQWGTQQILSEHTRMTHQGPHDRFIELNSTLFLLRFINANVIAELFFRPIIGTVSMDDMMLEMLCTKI
ssDAF-12 act: S. stercoralis DAF-12 nuclear receptor activators, primary screen, cell-based, luminescence, HEK293, GRIP1 co-expression, lit1-tk-luc; AID 652126, 2013; activation, % at 6.8 µM; Nuclear hormone receptor DAF-12 (Strongyloides stercoralis); HEK293 ssDAF-12/GRIP1 lit1-tk-luc reporter; % of 3 µM dafachronic acid response; hit rate 1% among 370,000;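 active = activation above the mean over all tested compounds plus 3 SD, cut at about 0.9% in these data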;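 note: 0% = DMSO-only wells and 100% = 3 µM delta7-dafachronic acid wells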
PLCb3 inh: human PLC-beta3 inhibitors, primary screen, biochemical, fluorescence; 1-phosphatidylinositol 4,5-bisphosphate phosphodiesterase beta-3 (Homo sapiens), Q01970; Purified PLC-beta3, fluorogenic substrate; inhibition, % at 12.2 µM; hit rate 0.18% among 370,000; in the data active = inhibition above about 11%;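 note: 0% = median of compound wells on plate and 100% = full blocker control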
PG9 binder: binders of HIV-1 gp120 antibody PG9, primary screen, biochemical, TR-FRET; hit rate 0.43% among 360,000; TR-FRET gp120-PG9 antibody binding; HIV-1 gp120 / PG9 antibody interaction; inhibition, % at 6.7 µM; AID 624416, 2012; in the data active = inhibition above about 8.5%
NR1D1 modulator: modulators of Rev-erb alpha DNA binding, primary screen, biochemical, FITC-DNA, fluorescence polarization, uHTS; Nuclear receptor subfamily 1 group D member 1 (Homo sapiens), P20393; Rev-erbα–FITC-DNA binding, 90 min; activity, % at 10 µM; hit rate 0.79% among 370,000; AID 1259318, 2017;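 active = activity above about 14%, limit read from the data; passing the limit was not always enough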;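 note: 0% = DMSO wells with 35 nM protein and 100% = DMSO wells with 750 nM protein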
FXN GAA850 act: FXN promoter activators, primary screen, cell-based, luciferase luminescence, HEK293 lucGAA850 | HEK293 lucGAA850 FXN promoter luciferase reporter, 24 h; percent of 10 µM SAHA response | activation, % at 6 µM | hit rate 0.56% among 360,000;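 active = activation above the average of all compounds screened plus 3 SD, cutoff fixed separately per campaign, cut at about 7.5% in these data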;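 note: 0% = DMSO wells and 100% = 10 µM SAHA wells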
hgDAF-12 ag: H. glycines DAF-12 receptor agonists, primary screen, cell-based, luminescence, HEK293, GAL4 fusion, UAS-luciferase. activation, % at 6.8 µM. Nuclear hormone receptor DAF-12 (Heterodera glycines), GAL4 fusion. hit rate 1.8% among 370,000. HEK293 GAL4-hgDAF12 UAS-luciferase reporter, agonist luminescence; normalized to butyrate control;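 active = activation above a cutoff set at the mean of all screened compounds plus 3 SD, cut at about 10% in these data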;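 note: 0% = DMSO wells and 100% = sodium butyrate wells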
hcDAF12 agonist: H. contortus DAF-12 nuclear receptor activators, primary screen, cell-based, luminescence, HEK293, lit1-tk-luc reporter. HEK293 hcDAF-12 lit1-tk-luc reporter; 0% DMSO, 100% Δ7-dafachronic acid. activation, % at 6.8 µM. hit rate 1.4% among 370,000;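 active = activation above the mean of all tested compounds plus 3 SD, cut at about 5.5% in these data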;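 note: 100% = response to 3 µM Δ7-dafachronic acid high control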
HGIII-sPLA2 inh: human group III sPLA2 inhibitors, primary screen, biochemical, QFRET, BODIPY PC-A2 liposome substrate. Group 3 secretory phospholipase A2 (Homo sapiens), Q9NZ20. QFRET BODIPY PC-A2 liposome hydrolysis, fluorescence. inhibition, % at 12.2 µM. hit rate 0.56% among 370,000;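 active = inhibition above mean plus 3 SD of compounds lying within the high and low control bounds, cut at about 19% in these data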;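 note: 0% = median of test compound wells and 100% = no enzyme DMSO wells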
Target sequence (Q9NZ20 whole entry, looked up): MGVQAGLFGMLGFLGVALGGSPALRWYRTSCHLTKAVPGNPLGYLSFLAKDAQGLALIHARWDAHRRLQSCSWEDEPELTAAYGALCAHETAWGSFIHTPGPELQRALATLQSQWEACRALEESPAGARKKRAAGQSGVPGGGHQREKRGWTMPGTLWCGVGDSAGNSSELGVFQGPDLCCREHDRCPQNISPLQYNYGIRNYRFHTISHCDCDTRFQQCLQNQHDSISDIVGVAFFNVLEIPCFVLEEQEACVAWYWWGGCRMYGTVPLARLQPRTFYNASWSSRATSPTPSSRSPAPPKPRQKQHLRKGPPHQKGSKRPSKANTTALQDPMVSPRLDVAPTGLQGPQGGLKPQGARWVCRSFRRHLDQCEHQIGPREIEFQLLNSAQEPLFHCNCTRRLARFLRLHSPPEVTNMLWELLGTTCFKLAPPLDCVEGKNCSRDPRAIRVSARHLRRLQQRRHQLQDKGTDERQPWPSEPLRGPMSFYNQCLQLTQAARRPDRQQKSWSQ
DAX1 inh-2: DAX1 (NR0B1) inhibitors on StAR promoter, primary screen, cell-based, luminescence, SF-1 (NR5A1), full-length DAX-1 | HEK293T StAR-luciferase reporter, SF-1/DAX-1 repression relief | inhibition, % at 6.8 µM | hit rate 1.1% among 370,000 | AID 652010, 2013;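 active = inhibition above the mean over all tested compounds plus 3 SD, cut at about 3.6% in these data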;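 note: 0% = DAX-1 cells with DMSO and 100% = cells lacking DAX-1 with DMSO; higher inhibition means more luminescence from relief of DAX-1 repression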
The depositor's hits bear a star; . = not tested or not shown.

compound	SMARCA2 activ	DAX1 inh-1	ssDAF-12 act	PLCb3 inh	PG9 binder	NR1D1 modulator	FXN GAA850 act	hgDAF-12 ag	hcDAF12 agonist	HGIII-sPLA2 inh	DAX1 inh-2
CCN1CCN(Cc2nc3ccc([N+](=O)[O-])cc3c(=O)n2-c2ccc(OC)cc2OC)CC1	2	0.2	-0.6	-1	-2.0	-10	-0.2	-1.0	1.3	0	-0.6
O=C(COC(=O)CCOc1ccccc1)Nc1cc(S(=O)(=O)N2CCCCC2)ccc1Cl	-4	-1.7	-0.8	-11	-1.6	-1	2.6	-0.3	-0.4	-16	1.9
O=C(CSCc1ccccc1Br)N/N=C/c1ccc(OCC(=O)N2CCCCC2)cc1	1	-1.3	-1.2	2	-3.4	3	2.1	0.2	0.2	-4	-1.1
O=C(c1cccs1)N1CCN(S(=O)(=O)c2cccc(Cl)c2Cl)CC1	3	-0.6	-1.1	-3	-0.1	3	1.4	-1.5	0.8	-3	0.0
CN1CC(=O)N(CC(=O)Nc2ccc3c(c2)CCC3)C1=O	-6	-0.7	-1.4	-8	1.0	-3	2.3	-1.6	-2.8	4	-0.5
CC(=O)Nc1sc2c(c1C(c1ccccc1)N1CCOCC1)CCCC2 (configuration not stated)	-3	-0.1	-1.3	0	0.3	3	0.5	1.2	1.8	1	-1.0
Cc1cc(C)n(C(=O)CNC(=O)c2ccccc2F)n1	-1	2.0	-0.7	6	0.2	0	0.0	3.2	-0.2	5	-0.8
COc1ccc(NC(=O)CNS(=O)(=O)c2ccc(Cl)cc2)cc1OC	-4	-1.9	-0.7	0	0.4	-2	-0.4	-2.1	-1.5	3	-0.1
O=C1CC(Nc2ccccc2)C(=O)N1Cc1ccccc1 (configuration not stated)	-5	-0.1	-0.1	0	3.2	-2	0.8	-0.6	-0.4	-4	-0.1
CC1(C(=O)Nc2ccc3[nH]ncc3c2)CCN1C(=O)CC(c1ccccc1)c1ccccc1 (configuration not stated)	-2	.	-1.6	2	-0.2	1	-5.0	1.9	-2.4	-14	-0.1
CCOC(=O)c1cnc(N2CCOCC2)[nH]c1=O	1	0.4	-1.7	0	-1.6	-2	-0.6	0.2	-1.2	-2	-0.1
Cc1nc2cc(NS(=O)(=O)c3cccc(F)c3)ccc2s1	-5	-0.8	-1.0	-1	0.8	3	1.7	-1.1	-0.8	-1	1.2

Carrying on.
compound	SMARCA2 activ	DAX1 inh-1	ssDAF-12 act	PLCb3 inh	PG9 binder	NR1D1 modulator	FXN GAA850 act	hgDAF-12 ag	hcDAF12 agonist	HGIII-sPLA2 inh	DAX1 inh-2
O=C(NCCN1CCCC1)c1cccc(Cl)c1	0	1.1	-1.8	-1	-0.8	-3	0.2	1.1	2.0	3	0.3
Cc1ccccc1C(=O)NCC(C)NC(=O)c1ccccc1C (configuration not stated)	-2	-0.5	0.4	-4	-1.3	3	0.1	-0.3	-0.6	-6	-0.5
COC(=O)c1ccc(CN2C(=O)c3ccccc3C2=O)o1	-2	0.3	-0.9	-3	-1.0	1	2.0	-1.7	-3.4	-2	-0.1
CC(C)n1c(SCC(=O)NC2CC2)nnc1-c1ccco1	-1	1.0	-1.0	-6	-0.7	2	-1.3	2.0	-0.3	5	0.3
Cc1oc(CC(C)C)cc1C(N)=O	-1	-0.4	-0.5	1	-1.6	4	2.0	-3.3	-1.1	-1	0.1
CCCC(=O)Nc1ccc(C(=O)N/N=C/c2ccc([N+](=O)[O-])o2)cc1	-2	-4.1	-2.4	-19	-1.5	6	3.0	-5.2	-5.4	7	-4.4
Cc1ccc(-c2nc(SCC(=O)Nc3cc(C)on3)c3c(=O)n(C)c(=O)n(C)c3n2)cc1	0	2.9	-1.4	-6	0.8	24*	2.6	-0.9	1.6	0	-0.4
Cc1cc(C)c(NC(=O)C2CCN(C(=O)c3ccco3)CC2)c(C)c1	-3	-0.9	-0.7	-8	-1.4	-2	2.4	0.4	-2.3	9	0.0
Cc1ccc(S(=O)(=O)N2[C@H](c3ccccc3)CC(=O)[C@@H]3CN(S(=O)(=O)c4ccccc4C)[C@H](c4ccccc4)C[C@@H]32)cc1	5	.	-1.1	1	-0.6	0	.	1.5	-0.9	-6	1.5
Clc1ccc(SCCOCCN2CCCCC2)cc1	0	2.9	-1.4	4	0.5	5	2.4	2.6	-1.1	-2	-0.2
COc1cccc(NC(=O)CN(C)C(=O)c2cc(C)oc2C)c1	1	1.4	-1.4	-1	-1.1	-6	1.2	-0.9	-0.7	6	-1.2
Cc1ccccc1C(=O)Nc1cccc(C#N)c1	0	2.4	-1.2	0	1.1	0	1.1	2.2	-0.7	-2	-0.1

(cont.)
compound	SMARCA2 activ	DAX1 inh-1	ssDAF-12 act	PLCb3 inh	PG9 binder	NR1D1 modulator	FXN GAA850 act	hgDAF-12 ag	hcDAF12 agonist	HGIII-sPLA2 inh	DAX1 inh-2
COC(CNC(=O)c1ccc2c(c1)ncn2-c1ccc(F)cc1F)OC	-5	3.5	-1.1	-1	-0.5	-3	0.3	2.0	0.7	1	0.3
COCCCNC(=O)c1sc2ncn(CC(=O)Nc3ccc(C)c(Cl)c3)c(=O)c2c1C	-3	-0.5	-1.2	5	1.0	3	2.8	0.9	-1.2	-5	-0.6
NC(N)=NS(=O)(=O)c1ccc(N/C=C\C(=O)c2ccncc2)cc1	6	6.9*	-1.4	-8	-1.3	1	-1.7	1.9	-0.9	1	-0.8
O=C1CC(c2ccncc2)c2cc3c(cc2N1)OCCO3 (configuration not stated)	0	0.7	-1.0	-15	-1.6	6	-0.5	1.1	-1.5	4	0.8
COC(=O)c1ccccc1NC(=O)C1CC(=O)N(C2CCCCC2)C1 (configuration not stated)	0	-0.9	-0.5	4	-2.5	0	-0.7	2.5	-1.2	-6	0.7
Cc1ccc(N2CC(C(=O)N3CCCCC3)CC2=O)cc1C (configuration not stated)	5	1.1	-0.5	-5	-2.3	-6	-0.3	3.7	1.0	-2	0.6
CC(=O)c1ccc(NC(=O)CN2C(=O)/C(=C/C(C)=C/c3ccccc3)SC2=S)cc1	0	0.2	-0.9	-7	-2.6	3	0.4	1.2	2.5	-21	0.0
Cc1ccc(C)c(N2CCN(CCCNC(=O)CCC(=O)N3CCOc4ccc(Cl)cc43)CC2)c1	-3	.	-1.3	-6	3.6	1	.	-3.3	-2.7	-7	-0.6
COc1cccc(/C=N/n2c(-c3n[nH]c4c3CCC4)n[nH]c2=S)c1OC	-2	0.9	-1.1	-10	1.5	1	1.5	-0.1	-0.1	2	0.1
Cc1c(Cl)c(-c2n[nH]c(=S)n2CC(C)C)nn1C	0	0.1	-1.1	0	1.3	-2	-0.2	-1.2	-1.4	13	0.0
COc1ccc(-c2csc(Cc3nc(O)cs3)n2)cc1	17*	1.5	0.6	-9	0.5	-9	22*	22*	11*	3	4.1*
CCC(=O)Nc1ccc(C(=O)CN2C(=O)NC3(CCCCCC3)C2=O)cc1	-3	-0.8	-1.7	-24	-0.1	7	-1.9	3.3	-1.1	7	-0.9

Following part:
compound	SMARCA2 activ	DAX1 inh-1	ssDAF-12 act	PLCb3 inh	PG9 binder	NR1D1 modulator	FXN GAA850 act	hgDAF-12 ag	hcDAF12 agonist	HGIII-sPLA2 inh	DAX1 inh-2
COc1cccc(-c2nc(Oc3cccc(C)c3C)c3ccccc3n2)c1O	-2	-0.1	0.1	1	-1.5	6	0.4	-0.4	3.9	7	0.9
CC(C(=O)NCc1ccccc1Cl)N1C(=O)c2ccccc2C1=O (configuration not stated)	1	-0.3	-0.7	-6	-1.5	7	0.6	0.0	-1.1	4	0.0
COc1ccc(S(=O)(=O)N2CCCC(C(=O)NCc3ccccc3)C2)cc1 (configuration not stated)	-1	1.2	-0.9	-4	-0.4	0	-0.3	0.3	-3.6	-3	-0.5
COc1ccccc1Oc1ccc(S(=O)(=O)N2CCCCC2C)cc1 (configuration not stated)	-2	0.9	-1.3	-10	-0.9	0	1.6	-0.2	-1.9	-4	-0.7
COc1ccc(CCNC(=O)c2ccc(NC(=O)CC3SC(N4CCCC4)=NC3=O)cc2)cc1 (configuration not stated)	1	-0.3	-1.0	-5	0.2	2	1.4	-0.4	0.3	-3	0.0
CCCCn1c(N)c(N(CC(C)C)C(=O)C2CCN(S(=O)(=O)c3ccc(C)cc3C)CC2)c(=O)[nH]c1=O	-1	0.2	-1.1	-2	1.9	3	-2.1	-1.2	-2.1	13	-0.3
CCCCn1c(N)c(N(CC(C)C)C(=O)c2ccc(S(=O)(=O)N3CCCCCC3)cc2)c(=O)[nH]c1=O	2	0.7	-1.1	-3	-2.6	-3	1.4	1.3	-0.6	4	-0.9
CN(C)C1(CN=Cc2cc(Cl)cc([N+](=O)[O-])c2O)CCCCC1	-3	-0.6	-0.8	-11	0.5	12	1.6	-2.2	-1.9	7	0.1
CCOC(=O)C1=CCC(c2cc3ccccc3[nH]2)NC1 (configuration not stated)	11*	.	1.1*	-378	-0.1	-1	.	15*	8.0*	-1	5.7*
COc1cc(/C=N\NC(=O)C2COc3ccccc3O2)cc(OC)c1O (configuration not stated)	-1	1.8	-0.8	-23	-3.5	0	1.8	-2.6	0.2	0	0.8
CC(=O)c1ccc(NC(=O)CSc2nc3[nH]ncc3c(=O)[nH]2)cc1	-2	-0.9	0.2	4	41*	6	2.3	3.5	-0.6	7	-3.8
Cc1cc(OCc2cn(CC(=O)c3ccc(O)cc3)nn2)ccc1[N+](=O)[O-]	-2	1.7	-0.5	-1	0.1	8	2.0	1.1	-2.3	-42	0.9

Next part.
compound	SMARCA2 activ	DAX1 inh-1	ssDAF-12 act	PLCb3 inh	PG9 binder	NR1D1 modulator	FXN GAA850 act	hgDAF-12 ag	hcDAF12 agonist	HGIII-sPLA2 inh	DAX1 inh-2
CC(=O)Nc1ccc(Oc2cncc(Cl)c2)nc1	3	0.9	-0.6	-2	-2.6	-2	-2.3	1.8	-0.1	-2	-0.4
CN(C)C(CNC(=O)CCc1nc2cc(Cl)ccc2n(Cc2ccccc2)c1=O)c1ccccc1 (configuration not stated)	-1	0.3	-1.4	-25	1.7	-3	-6.9	-0.6	-3.0	-12	-0.6
CCN(CC)CCCNC(=O)c1cn(CC)c2ccc(S(=O)(=O)N3CCc4ccccc4C3)cc2c1=O	3	0.3	-1.1	3	-1.2	-5	2.0	0.5	-0.7	-8	0.3
O=C(NCc1ccncc1)c1nc(-c2ccc(C(F)(F)F)cc2)no1	-1	-3.5	-2.6	1	0.4	-4	0.1	-0.8	-2.1	-1	-2.0
